NPR1 activator – GC-A stimulated cGMP production enhancers – HEK293 GC-A cells, cGMP TR-FRET, EC30 ANP, primary screen. AID 1671463, 2021. actives 0.14% (n = 370,000). 0% at EC30 ANP, 100% saturating ANP. Atrial natriuretic peptide receptor 1 (Homo sapiens), P16066. activation, % at 10 µM; in the data active = activation above about 40%
KLK7 zymogen act – proKLK7 zymogen activators, primary screen, biochemical, fluorescence intensity; Kallikrein-7 (Homo sapiens), P49862; purified proKLK7, EDANS-DABCYL substrate fluorescence; 100% is mature enzyme control, 0% vehicle; activation, % at 7 µM; actives 0.9% (n = 370,000); AID 652039, 2013;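 active = activation above the mean of all tested compounds plus 3 SD, computed per campaign excluding outliers beyond control limits, cut at about 13% in these data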
Target sequence (P49862 whole entry, looked up): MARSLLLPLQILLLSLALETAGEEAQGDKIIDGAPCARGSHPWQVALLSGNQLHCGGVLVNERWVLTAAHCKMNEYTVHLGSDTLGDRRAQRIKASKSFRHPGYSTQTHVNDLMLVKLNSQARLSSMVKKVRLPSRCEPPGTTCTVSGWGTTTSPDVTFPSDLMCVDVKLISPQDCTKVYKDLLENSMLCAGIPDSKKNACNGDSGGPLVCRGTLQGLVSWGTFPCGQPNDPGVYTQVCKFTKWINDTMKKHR
DAX1 inh-1 – DAX1 (NR0B1) inhibitors on StAR promoter, primary screen, cell-based, luminescence, SF-1 (NR5A1), full-length DAX-1; HEK293T StAR-luciferase reporter, SF-1/DAX-1 repression relief; inhibition, % at 6.8 µM; actives 1.1% (n = 370,000); AID 652010, 2013;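 active = inhibition above the mean over all tested compounds plus 3 SD, cut at about 3.6% in these data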;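 also: 0% = DAX-1 cells with DMSO and 100% = cells lacking DAX-1 with DMSO; higher inhibition means more luminescence from relief of DAX-1 repression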
ssDAF12 agonist – S. stercoralis DAF-12 nuclear receptor activators, primary screen, cell-based, luminescence, HEK293, GRIP1 co-expression, lit1-tk-luc; actives 1% (n = 370,000); HEK293 ssDAF-12/GRIP1 lit1-tk-luc reporter; % of 3 µM dafachronic acid response; activation, % at 6.8 µM; Nuclear hormone receptor DAF-12 (Strongyloides stercoralis);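 active = activation above the mean over all tested compounds plus 3 SD, cut at about 0.9% in these data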;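 also: 0% = DMSO-only wells and 100% = 3 µM delta7-dafachronic acid wells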
SMARCA2 act – SMARCA2 (BRM) function activators, primary screen, cell-based, luminescence, high throughput. activation, % at 9.1 µM. MG213 cells, MMTV-luciferase reporter, dexamethasone, overnight. actives 1% (n = 370,000); in the data active = activation above about 7.8%;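 also: 0% = vehicle wells and 100% = reference activator wells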
NPR2 activator – human GC-B receptor activators, primary screen, HEK293 GC-B cells, cGMP TR-FRET, EC30 CNP | actives 0.11% (n = 370,000) | Atrial natriuretic peptide receptor 2 (Homo sapiens), P20594 | 0% at EC30 CNP, 100% saturating CNP | AID 1920062, 2024 | activation, % at 10 µM;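 active = activation at 10 µM reaching about 35% in either raw or pattern-adjusted values, limit read from the data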
sPLA2-III inh – human group III sPLA2 inhibitors, primary screen, biochemical, QFRET, BODIPY PC-A2 liposome substrate | Group 3 secretory phospholipase A2 (Homo sapiens), Q9NZ20 | QFRET BODIPY PC-A2 liposome hydrolysis, fluorescence | inhibition, % at 12.2 µM | actives 0.56% (n = 370,000) | AID 743126, 2013;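 active = inhibition above mean plus 3 SD of compounds lying within the high and low control bounds, cut at about 19% in these data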;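 also: 0% = median of test compound wells and 100% = no enzyme DMSO wells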
Target sequence (Q9NZ20 whole entry, looked up): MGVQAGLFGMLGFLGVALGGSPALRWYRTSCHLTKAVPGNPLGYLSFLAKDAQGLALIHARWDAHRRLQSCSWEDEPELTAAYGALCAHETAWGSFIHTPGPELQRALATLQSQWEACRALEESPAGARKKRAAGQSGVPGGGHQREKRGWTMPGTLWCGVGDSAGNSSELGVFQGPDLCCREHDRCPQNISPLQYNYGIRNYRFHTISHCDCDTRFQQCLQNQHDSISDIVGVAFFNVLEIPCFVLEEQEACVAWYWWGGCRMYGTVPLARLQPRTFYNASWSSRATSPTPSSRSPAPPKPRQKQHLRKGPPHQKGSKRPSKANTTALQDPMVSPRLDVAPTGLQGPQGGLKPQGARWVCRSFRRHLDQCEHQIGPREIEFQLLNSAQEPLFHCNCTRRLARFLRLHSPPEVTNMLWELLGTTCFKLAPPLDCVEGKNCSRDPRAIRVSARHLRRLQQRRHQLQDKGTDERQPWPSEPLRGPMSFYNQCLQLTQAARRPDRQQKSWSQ
DAX1 inh-2 – DAX1 (NR0B1) inhibitors, primary screen, cell-based, HEK293, Gal4-DAX1, luciferase luminescence; inhibition, % at 6.75 µM; HEK293 Gal4-DAX1 luciferase reporter; actives 0.99% (n = 340,000); AID 504766, 2011;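 active = inhibition above the mean over all tested compounds plus 3 SD, cut at about 4.2% in these data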;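 also: 0% = DAX1-transfected cells with DMSO and 100% = empty-vector control cells with DMSO; inhibition shows as a rise in luminescence from relieved DAX1 repression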
Target sequence (P51843 207-470 limits assumed): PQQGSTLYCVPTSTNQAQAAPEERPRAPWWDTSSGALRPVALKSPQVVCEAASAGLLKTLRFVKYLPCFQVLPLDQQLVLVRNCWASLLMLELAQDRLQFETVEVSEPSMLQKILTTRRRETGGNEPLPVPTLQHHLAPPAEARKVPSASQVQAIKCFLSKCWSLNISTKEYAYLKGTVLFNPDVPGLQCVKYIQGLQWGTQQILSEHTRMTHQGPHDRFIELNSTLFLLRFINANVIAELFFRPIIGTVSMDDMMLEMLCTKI
GAA850 FXN act – FXN promoter activators, primary screen, cell-based, luciferase luminescence, HEK293 lucGAA850. HEK293 lucGAA850 FXN promoter luciferase reporter, 24 h; percent of 10 µM SAHA response. activation, % at 6 µM. actives 0.56% (n = 360,000);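 active = activation above the average of all compounds screened plus 3 SD, cutoff fixed separately per campaign, cut at about 7.5% in these data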;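 also: 0% = DMSO wells and 100% = 10 µM SAHA wells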
hcDAF-12 act – H. contortus DAF-12 nuclear receptor activators, primary screen, cell-based, luminescence, HEK293, lit1-tk-luc reporter. actives 1.4% (n = 370,000). AID 652067, 2013. HEK293 hcDAF-12 lit1-tk-luc reporter; 0% DMSO, 100% Δ7-dafachronic acid. activation, % at 6.8 µM;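 active = activation above the mean of all tested compounds plus 3 SD, cut at about 5.5% in these data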;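 also: 100% = response to 3 µM Δ7-dafachronic acid high control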
hgDAF-12 ag – H. glycines DAF-12 receptor agonists, primary screen, cell-based, luminescence, HEK293, GAL4 fusion, UAS-luciferase; Nuclear hormone receptor DAF-12 (Heterodera glycines), GAL4 fusion; HEK293 GAL4-hgDAF12 UAS-luciferase reporter, agonist luminescence; normalized to butyrate control; activation, % at 6.8 µM; actives 1.8% (n = 370,000);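 active = activation above a cutoff set at the mean of all screened compounds plus 3 SD, cut at about 10% in these data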;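 also: 0% = DMSO wells and 100% = sodium butyrate wells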
Active calls of the source: *; · = no result given. This is a random part of the collection; about 6.7% have a hit in one of these screens.

No.	Molecule	NPR1 activator	KLK7 zymogen act	DAX1 inh-1	ssDAF12 agonist	SMARCA2 act	NPR2 activator
1	CC1(C)OC2OC(COC(=O)c3ccccc3)C3OC(C)(C)OC3C2O1 (stereo unspecified)	0	-0.8	0.3	-1.0	-2	3
2	Cc1ccc(NC(=O)Nc2ccc3c(c2)CCC3)cc1C	-1	0.3	3.4	-0.4	2	-1
3	O=C(Nc1ncc2c(n1)CC(c1ccco1)CC2=O)c1ccco1 (stereo unspecified)	-2	0.2	1.4	-1.4	0	-1
4	O=C(CSc1nnc(-c2cccnc2)n1Cc1ccco1)N1c2ccccc2Sc2ccccc21	-14	0.4	0.5	-1.3	-4	-3
5	O=C(O)c1ccccc1-c1ccccc1C(=O)Nc1ccccc1-c1ccccc1	-1	-0.1	0.1	-1.0	0	-1
6	COc1cccc(CNC(=O)CN(C)S(=O)(=O)c2cnc[nH]2)c1	-1	-0.4	0.8	-0.6	0	-2
7	CCc1ccnc(NS(=O)(=O)c2ccc3c(c2)CCO3)c1	-5	0.3	-0.2	-1.4	-1	2
8	CS(=O)(=O)Nc1ccc(C(=O)Nc2ccc(S(=O)(=O)N3CCCCC3)cc2)cc1	0	-0.2	-1.8	-1.5	-2	-2
9	O=C(NC1=NCCS1)c1cc(-c2ccc(F)cc2)nc2ccccc12	3	0.4	-0.2	-1.2	-1	-2
10	O=C(Nc1ccccc1F)c1ccccc1C(=O)Nc1ccccc1F	7	0.5	-0.4	-0.9	-4	2
11	COC(=O)CSc1nnc(COc2cccc3ccccc23)o1	6	0.3	0.6	-1.1	-4	-5
12	C[C@H](CO)N1C[C@H](C)[C@H](CN(C)Cc2ccncc2)Oc2cc(-c3ccccc3F)ccc2S1(=O)=O	-2	0.1	-3.2	-1.2	-1	-1
13	C[C@H](CO)N1C[C@H](C)[C@@H](CN(C)C(=O)Nc2ccc(C(F)(F)F)cc2)Oc2ccc(NC(=O)Cn3cnnn3)cc2C1=O	-1	0.5	0.0	-0.7	1	6
14	COc1ccc2c(=O)c3c(=O)n(-c4ccccc4)c(-c4ccco4)nc3oc2c1	-6	0.8	-0.1	-0.8	0	1
15	COc1ccc(CN(C(=O)c2cc3ccccc3oc2=O)C2CCCC2)cc1	-8	0.2	-0.3	-1.1	3	-5

No.	sPLA2-III inh	DAX1 inh-2	GAA850 FXN act	hcDAF-12 act	hgDAF-12 ag
1	13	1.4	5.2	0.5	1.4
2	-4	-0.4	4.8	1.8	3.9
3	8	0.8	1.8	-2.1	-1.9
4	-5	-1.8	-0.6	-1.9	-4.0
5	3	-0.3	-1.6	0.5	-0.7
6	-5	-0.3	-0.6	-1.4	0.1
7	8	·	2.1	-0.7	0.8
8	-19	-0.2	1.6	-1.8	-4.8
9	-3	0.3	2.3	-1.7	2.2
10	9	·	-0.6	-0.9	-0.2
11	-3	-0.6	-0.1	-0.1	3.5
12	-11	-0.8	-4.0	-2.0	-3.9
13	2	0.8	-0.2	-1.3	-0.2
14	-4	1.2	-0.1	0.8	0.7
15	-3	-0.2	-0.8	-2.4	-2.8

No.	Molecule	NPR1 activator	KLK7 zymogen act	DAX1 inh-1	ssDAF12 agonist	SMARCA2 act	NPR2 activator
16	c1ccc(-c2ccncc2)nc1	-1	0.3	0.4	-1.2	0	3
17	COc1ccc(Nc2cc(Nc3ccccc3)ncn2)cc1	-3	-0.6	1.0	-0.3	14*	-2
18	O=C(/C=C/c1ccccc1)NCCC1=CCCCC1	1	-0.5	1.9	-1.1	6	-4
19	COc1cc2c(cc1OC)-c1cc(NC3CCCCC3)nc(=O)n1CC2	8	-0.1	0.3	-1.3	2	-9
20	Cc1cc(NC(=O)CSc2nc(Cc3ccc(O)cc3)c(C)[nH]2)no1	1	0.2	0.6	-1.1	0	0
21	Cc1cn([C@H]2C[C@H](O)[C@@H](CNCc3cnc(N4CCOCC4)s3)O2)c(=O)[nH]c1=O	2	-0.4	1.1	-1.0	-2	3
22	N#CC1=C2SCCN2C(=O)C(C#N)C12CCCCC2 (stereo unspecified)	-8	-0.1	0.3	-0.7	-4	1
23	CCn1ncc(Cl)c1C(=O)Nc1ccncc1	2	-0.3	-0.5	-1.5	2	-6
24	Cc1nc2ccccc2c(=O)n1-c1ccc(NS(=O)(=O)c2ccc(F)cc2F)cc1	0	0.3	-0.5	-1.1	-2	-2
25	COCCNC(=O)C1(C)CCN(C(=O)c2ccc(F)c(C)c2)C1 (stereo unspecified)	2	-0.7	-5.3	-1.7	-5	0
26	COc1ccc2c(c1OC)C(=O)N(C(C)C(=O)O)C2=O (stereo unspecified)	4	-0.4	0.6	-0.3	0	3
27	CCN(CC)C(=O)c1[nH]cnc1C(=O)NCc1ccccc1	2	-0.8	0.1	-1.3	-1	6
28	CCCCOCCCNC(=O)C[C@H]1C[C@@]2(C(=O)OC)C(=C[C@H](C(C)(C)C)O[C@@H]2C)N(CCc2ccc(OC)c(OC)c2)C1=O	0	-0.8	-0.4	-1.2	-1	-5
29	CC(=O)Nc1ccc(S(=O)(=O)NCCCc2ccccc2)cc1	-2	0.0	-0.2	-2.3	-2	6
30	CCOc1ccnc2c1c(=O)n(Cc1cc(OC)cc(OC)c1)c(=O)n2C	-2	-0.2	-2.2	-1.4	-1	-7

No.	sPLA2-III inh	DAX1 inh-2	GAA850 FXN act	hcDAF-12 act	hgDAF-12 ag
16	7	3.5	-0.3	-0.6	2.7
17	2	1.0	5.6	6.0*	6.0
18	0	0.5	4.1	-1.3	14*
19	2	2.3	10*	-1.4	-1.2
20	-2	-0.1	1.1	-2.3	-0.1
21	1	-0.2	-0.9	-1.1	0.9
22	-27	0.2	-1.9	-2.6	-1.6
23	1	0.9	-1.8	-0.6	1.5
24	-4	-1.3	2.0	-1.8	-1.4
25	1	·	-1.4	-1.8	0.3
26	3	-0.6	0.5	-1.6	2.1
27	4	1.1	1.4	1.4	3.0
28	-14	·	·	1.4	0.0
29	-4	-0.9	2.4	-1.1	0.0
30	3	0.3	-0.6	-0.5	-2.4

No.	Molecule	NPR1 activator	KLK7 zymogen act	DAX1 inh-1	ssDAF12 agonist	SMARCA2 act	NPR2 activator
31	Cc1ccc(F)c(CNC(=O)C2CCC(=O)N(CCCN3CCCC3=O)C2)c1F (stereo unspecified)	2	0.3	0.2	-1.0	2	5
32	CC(C)c1ccc(O)c(C(=O)c2cnn(-c3ccccc3)c2)c1	4	0.0	0.5	-1.9	-2	2
33	COc1cccc(-c2nc3cc(C)ccc3o2)c1	8	-0.3	4.5*	2.3*	8.0*	2
34	Cc1noc(C)c1CSc1nnc(-c2cc(Cl)ccc2Cl)n1N	-8	2.2	0.0	-1.1	-2	0
35	COc1ccc(CNC(=O)CN2C(=O)CC(c3ccccc3)=Nc3ccccc32)cc1	-2	0.9	0.8	-1.4	-1	-4
36	CC(C)(C)c1nnc(NC(=S)Nc2ccccc2)s1	-2	0.1	3.4	0.5	2	-3
37	O=C(O)c1cnn(-c2ccccc2)c1-c1ccccc1	-1	0.0	-0.2	-1.2	3	-5
38	CCn1c(SCc2ccc(C)cc2)nnc1-c1cnccn1	-4	0.2	-0.5	-1.1	-1	-3
39	c1ccc(Cn2nnc3c(Nc4ccc5c(c4)OCO5)nc(C4CC4)nc32)cc1	34	-1.4	-1.1	-1.2	-2	41*
40	CCCCn1nnnc1C1(C)CCC(=O)N1CCc1ccc(O)cc1 (stereo unspecified)	0	0.2	-0.9	-0.9	-3	0

No.	sPLA2-III inh	DAX1 inh-2	GAA850 FXN act	hcDAF-12 act	hgDAF-12 ag
31	-2	0.1	-1.2	-0.3	-1.6
32	11	0.2	2.0	-2.1	-3.3
33	4	2.2	2.6	15*	18*
34	-2	0.5	1.2	-3.3	1.8
35	-3	0.8	-1.3	-2.5	1.4
36	11	-0.2	4.4	1.2	11*
37	4	0.4	-2.0	-0.9	1.9
38	4	2.4	3.7	0.3	0.5
39	-8	-0.1	-0.8	0.1	1.8
40	12	·	·	-0.8	0.2

In a second layout: entries from further up.
[37] O=C(O)c1cnn(-c2ccccc2)c1-c1ccccc1
  NPR1 activator = -1 | KLK7 zymogen act = 0.0 | DAX1 inh-1 = -0.2 | ssDAF12 agonist = -1.2 | SMARCA2 act = 3 | NPR2 activator = -5 | sPLA2-III inh = 4 | DAX1 inh-2 = 0.4 | GAA850 FXN act = -2.0 | hcDAF-12 act = -0.9 | hgDAF-12 ag = 1.9

[38] CCn1c(SCc2ccc(C)cc2)nnc1-c1cnccn1
  NPR1 activator = -4 | KLK7 zymogen act = 0.2 | DAX1 inh-1 = -0.5 | ssDAF12 agonist = -1.1 | SMARCA2 act = -1 | NPR2 activator = -3 | sPLA2-III inh = 4 | DAX1 inh-2 = 2.4 | GAA850 FXN act = 3.7 | hcDAF-12 act = 0.3 | hgDAF-12 ag = 0.5

[39] c1ccc(Cn2nnc3c(Nc4ccc5c(c4)OCO5)nc(C4CC4)nc32)cc1
  NPR1 activator = 34 | KLK7 zymogen act = -1.4 | DAX1 inh-1 = -1.1 | ssDAF12 agonist = -1.2 | SMARCA2 act = -2 | NPR2 activator = 41* | sPLA2-III inh = -8 | DAX1 inh-2 = -0.1 | GAA850 FXN act = -0.8 | hcDAF-12 act = 0.1 | hgDAF-12 ag = 1.8

A few values from the list.
no. 27 in SMARCA2 act has -1
no. 33 in NPR1 activator has 8
no. 3 in KLK7 zymogen act has 0.2

Screening results: PubChem, several laboratories
